FBW7 act: human FBW7 E3 ligase activation, primary screen; Q969H0; AlphaScreen FBW7–phospho-cyclin E peptide binding, activator screen; normalized activity (activation), % at 26.1 µM; 650,000 tested, 0.13% active; in the data active = normalized activity above about 1.9%;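 also: purified mutant Fbw7 with reduced substrate affinity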
GPR151 ag: human GPR151 activation | Q8TDV0 | PathHunter beta-arrestin GPR151 cells, luminescence | activation, % at 11.2 µM | 650,000 tested, 1% active | AID 1508602; in the data active = activation above about 4.9%;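 also: 0% = median of compound wells and 100% = cells with positive control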
Target sequence (Q8TDV0 whole entry, looked up): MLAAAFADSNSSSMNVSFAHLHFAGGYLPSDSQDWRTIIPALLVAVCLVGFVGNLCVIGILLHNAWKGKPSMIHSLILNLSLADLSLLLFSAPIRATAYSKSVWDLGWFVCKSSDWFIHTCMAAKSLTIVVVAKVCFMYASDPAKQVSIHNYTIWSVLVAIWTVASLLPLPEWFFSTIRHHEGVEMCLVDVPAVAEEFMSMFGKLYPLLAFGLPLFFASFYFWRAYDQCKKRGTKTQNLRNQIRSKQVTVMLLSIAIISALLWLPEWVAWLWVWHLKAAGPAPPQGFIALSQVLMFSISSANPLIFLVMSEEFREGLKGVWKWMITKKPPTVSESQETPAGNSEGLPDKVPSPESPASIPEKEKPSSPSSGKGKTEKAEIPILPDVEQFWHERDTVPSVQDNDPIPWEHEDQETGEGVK
MITF inh: inhibitors of human MITF | 650,000 tested, 0.91% active | AlphaScreen MITF homodimerization, bead proximity signal | inhibition, % at 2.6 µM | AID 1259374; in the data active = inhibition above about 50%;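 also: 0% = vehicle wells with protein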
Target sequence (O75030 whole entry, looked up): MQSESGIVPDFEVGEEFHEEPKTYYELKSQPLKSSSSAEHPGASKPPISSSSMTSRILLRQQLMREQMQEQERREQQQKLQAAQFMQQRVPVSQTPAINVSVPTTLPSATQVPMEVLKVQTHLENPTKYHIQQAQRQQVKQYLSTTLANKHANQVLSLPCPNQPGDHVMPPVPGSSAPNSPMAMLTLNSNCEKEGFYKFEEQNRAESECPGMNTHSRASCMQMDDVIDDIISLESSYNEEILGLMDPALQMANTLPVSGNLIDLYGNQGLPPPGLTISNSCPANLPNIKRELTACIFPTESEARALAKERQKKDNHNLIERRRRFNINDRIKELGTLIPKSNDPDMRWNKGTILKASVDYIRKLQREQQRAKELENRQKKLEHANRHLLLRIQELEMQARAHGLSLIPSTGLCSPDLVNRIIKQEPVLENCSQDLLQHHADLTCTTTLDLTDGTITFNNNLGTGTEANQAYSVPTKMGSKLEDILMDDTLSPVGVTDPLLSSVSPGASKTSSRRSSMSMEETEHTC
TEAD-YAP inh: TEAD-YAP interaction inhibition; HEK-TIYL cells, TEAD-Gal4/YAP UAS-luciferase luminescence; inhibition, % at 9.12 µM; AID 1259422; 640,000 tested, 1.4% active; in the data active = inhibition above about 32%;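 also: 0% = median of test compound wells and 100% = reference inhibitor wells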
Active calls of the source: *.

SMILES	FBW7 act	GPR151 ag	MITF inh	TEAD-YAP inh
CCC(CC)NC(=O)COC(=O)COc1ccc(C#N)cc1	0.0	-0.6	8.6	-1.5
CC1CCN(C(NC(=O)c2cccs2)C(=O)c2ccccc2)CC1 (centres undefined)	0.3	-1.2	20.9	-4.6
CCOC(=O)c1c[nH]n(-c2ccc(C(=O)O)cc2)c1=O	-0.1	-1.2	0.9	4.2
Cc1cccc(-c2nc(C#N)c(NCc3ccccc3)o2)c1	-0.1	4.3	7.0	-54.3
O=P(CC1CCCO1)(c1ccccc1)c1ccccc1 (centres undefined)	0.4	1.2	-1.0	-0.9
Cc1c(N/C=C/C(=O)c2cccs2)c(=O)n(-c2ccccc2)n1C	-0.1	0.3	6.5	6.3
N#Cc1cc2c(nc1SCC(=O)C13CC4CC(CC(C4)C1)C3)CCC2	0.0	0.3	0.6	0.9
COc1ccccc1NC(=O)c1ccc(Br)cc1	-0.2	0.7	3.4	-52.7
CC1CCc2sc(N3C(=O)C4C5c6ccccc6C(c6ccccc65)C4C3=O)c(C#N)c2C1 (centres undefined)	-0.1	1.9	1.0	6.6
CCCCCc1ccc(C(=O)CCN(C)C)cc1	-0.1	1.0	6.7	5.5
CCOC(=O)c1ccc(Nc2nc(C)cc(C)n2)cc1	0.6	-0.1	-5.7	6.2
NC(=O)c1ccc(N2C(=O)c3ccccc3C2=O)cc1Cl	-0.1	-0.1	-0.9	3.8
CCOC(=O)c1c(NC(=O)c2ccc(C(C)(C)C)cc2)sc2c1CCCC2	0.0	0.8	12.3	8.9
COc1cc(CNc2ncc(-c3cccc(C(N)=O)c3)n3ccnc23)cc(OC)c1OC	0.2	-2.2	-28.0	-0.6
COc1ccc(/C=N/N=C(N)N)c(OC)c1OC	0.1	0.3	-0.3	-2.8
CC1=NN(C(N)=S)C(=O)C1N=Nc1cccc([N+](=O)[O-])c1 (centres undefined)	0.0	-0.1	-14.4	1.6
O=c1c2ccccc2nc(-c2ccc(Br)cc2)n1Cc1ccccc1F	-0.1	0.2	-6.1	4.9
Cc1ccc(C)c(N2CCN(S(=O)(=O)c3c(C)noc3C)CC2)c1	0.0	0.8	-8.5	7.6
O=S(=O)(c1ccc(F)cc1)N1CCN(c2ccnc3cc(Cl)ccc23)CC1	-0.2	1.1	-2.4	-2.7
Cc1ccccc1/C=N/NC(=O)c1ccc(Br)cc1	0.0	-0.6	-15.3	0.4
O=C(C1CCN(C2CC(=O)N(Cc3ccccc3)C2=O)CC1)N1CCCCCC1 (centres undefined)	-0.2	-0.2	7.8	4.2
CC(=O)NCCC1CCCCN1Cc1cn(C)nc1-c1cccc(Cl)c1 (centres undefined)	-0.1	-0.8	-1.8	-2.9
C1=C(c2ccc(-c3ccccc3)cc2)Nc2ncnn2C1c1ccsc1 (centres undefined)	-0.1	0.3	-2.3	-14.2
CS(=O)(=O)Nc1cccc(-c2cnc3ccc(NCCCO)nn23)c1	0.1	0.7	-4.7	57.6*
COc1ccc(NC(=O)CSc2nnc(Cn3cnc([N+](=O)[O-])n3)n2C)cc1	0.2	-0.5	6.4	-0.7
Cc1cc(C)nc(SC(C)C(=O)N/N=C/c2ccccc2Cl)n1 (centres undefined)	0.0	0.2	17.7	12.4
COCCN(CCOC)S(=O)(=O)c1ccc(C(=O)Nc2nc(-c3ccc(Cl)cc3)cs2)cc1	-0.1	-0.4	-0.8	-5.7
O=C(NC(=O)c1ccc(Cl)cc1)Nc1cc(N2CCCCC2)ncn1	0.0	1.1	2.0	-4.2
NC(=O)c1ccc(NC(=O)c2c[nH]c(=O)n(-c3ccccc3)c2=O)cc1	0.4	0.7	15.9	8.1
O=C(NCCc1ccccc1)[C@@H]1C[C@H](n2cnnn2)CN1C1C2CC3CC(C2)CC1C3 (some centres undefined)	0.0	0.5	-12.7	5.6
COc1ccccc1-c1nnc(NC(C)=O)o1	0.0	0.3	7.3	0.9
CCOC(=O)c1c(NC(=O)c2ccccc2Cl)sc2c1CCN(C(=O)OCC)C2	0.0	0.2	4.8	2.6
CCCC1C2c3ccccc3C(c3ccccc32)C1C(=O)Nc1ccccc1 (centres undefined)	0.7	1.6	9.4	1.4
O=C(CSc1nc2ccccc2c(=O)n1CC1CCC(C(=O)NCc2ccco2)CC1)NCCC1=CCCCC1 (centres undefined)	0.1	-0.8	-2.0	-5.1
O=C(NC(=S)Nc1ccc2c(c1)OCCO2)c1ccc2c(c1)OCO2	-0.2	0.3	-2.5	-55.8
C/C(=N\NC(=O)COc1c(C)ccc(C)c1C)c1cccs1	0.0	0.5	12.3	3.5
COC(=O)COc1ccc(S(=O)(=O)Nc2ccccc2C)cc1	0.1	0.4	-8.1	1.7
COc1ccc(Cl)cc1-n1c(C)cc(/C=C2/NC(=O)NC2=O)c1C	-0.2	-0.1	4.8	2.9
O=c1[nH]c(N2CCCC2)nc2c1CCN(Cc1ccc(N3CCOCC3)cc1)C2	0.0	1.6	5.6	12.4
CC1(C)Cc2nc3sc4c(OCC(=O)c5ccccc5)ncnc4c3cc2CO1	0.0	1.1	31.1	11.2

Another view of six compounds above.
canonical_smiles | FBW7 act | GPR151 ag | MITF inh | TEAD-YAP inh
O=C(CSc1nc2ccccc2c(=O)n1CC1CCC(C(=O)NCc2ccco2)CC1)NCCC1=CCCCC1 (centres undefined) | 0.1 | -0.8 | -2.0 | -5.1
O=C(NC(=S)Nc1ccc2c(c1)OCCO2)c1ccc2c(c1)OCO2 | -0.2 | 0.3 | -2.5 | -55.8
C/C(=N\NC(=O)COc1c(C)ccc(C)c1C)c1cccs1 | 0.0 | 0.5 | 12.3 | 3.5
COC(=O)COc1ccc(S(=O)(=O)Nc2ccccc2C)cc1 | 0.1 | 0.4 | -8.1 | 1.7
COc1ccc(Cl)cc1-n1c(C)cc(/C=C2/NC(=O)NC2=O)c1C | -0.2 | -0.1 | 4.8 | 2.9
O=c1[nH]c(N2CCCC2)nc2c1CCN(Cc1ccc(N3CCOCC3)cc1)C2 | 0.0 | 1.6 | 5.6 | 12.4

The list continues:
SMILES	FBW7 act	GPR151 ag	MITF inh	TEAD-YAP inh
CC1CCC(N2C(=O)C3C(C(=O)Nc4ccc(Cl)cc4)C4C=CC3(O4)C2C(=O)NC2CCCCC2)CC1 (centres undefined)	0.0	-0.8	-3.3	-3.8
CCOC(=O)C(C)n1nc(CC)n2c(cc3occc32)c1=O (centres undefined)	0.3	0.2	5.7	-3.2
CN1CCN(C(=O)c2cc(-c3cccs3)n(CC(=O)NCCCn3ccnc3)n2)CC1	0.2	1.6	10.7	4.7
COC(=O)C(NC(=O)C(C)Oc1ccccc1)C(C)C (centres undefined)	0.0	-1.3	0.2	-3.3
O=[N+]([O-])c1ccc(-c2nnc3cccc(Cl)n23)cc1	0.0	-0.6	-7.4	-2.9
CC(C)(C)NS(=O)(=O)c1cccc2nonc12	0.3	-1.2	7.4	9.0
CC1=C(C(=O)N(C)C)C(c2ccccc2)NC(=O)N1 (centres undefined)	-0.1	-0.7	-3.6	-4.0
COC(=O)Oc1c(Br)c(=O)oc2ccccc12	0.0	-1.2	16.4	0.0
Cc1cc(N2CCCCC2)nc2ccc(NC(=O)C3CC3)cc12	0.0	-1.0	0.6	-49.4
CC1CCCC(NC(=O)COC(=O)c2ccc(=O)[nH]c2)C1C (centres undefined)	0.0	0.0	5.0	1.9
COc1ccc([N+](=O)[O-])cc1NC(=O)COC(=O)C(C)N1C(=O)c2ccccc2C1=O (centres undefined)	-0.2	2.1	-9.5	2.8
Fc1ccc(C2C=C(c3cccs3)NC(=S)N2)cc1 (centres undefined)	-0.1	0.3	11.4	13.5
CC(C)(C)C1=NN(CC(=O)NCC(=O)N2CCCCC2)C(=O)c2cc3ccccc3n2C1	0.0	-0.5	-8.2	7.2
O=C(CSc1nc2ccccc2o1)Nc1ccc(Cl)c(C(=O)O)c1	0.1	1.3	7.8	-9.5
CCC(=O)Nc1sc2c(c1C(=O)Nc1cccc(C)c1)CCCC2	0.1	0.8	-14.3	4.5
O=C1CC(NCCN2CCOCC2)C(=O)N1c1ccc(N=Nc2ccccc2)cc1 (centres undefined)	-0.1	3.4	19.6	4.3
COc1cccc(N2C(=NC(=O)c3ccccc3)SC3CS(=O)(=O)CC32)c1 (centres undefined)	0.1	2.9	8.6	8.4
CN1CCN(C(=O)CN(Cc2ccccc2F)S(=O)(=O)c2ccc(Cl)cc2)CC1	-0.1	0.3	-2.8	8.3
O=C(N[C@H]1C[C@H]2C(=O)N3CCC[C@H]3C(=O)N2C1)c1cccnc1Oc1ccc(Cl)cc1	-0.1	1.6	-18.6	-10.5
Nc1cccc(NC(=O)c2cccs2)c1	-0.2	0.0	19.0	-20.7
O=C(Oc1cccc(N2C(=O)c3ccccc3C2=O)c1)c1ccc(-c2ccccc2)cc1	0.1	0.0	-1.0	1.1
COc1ccc(Cl)cc1S(=O)(=O)N1CCN(CC(=O)Nc2ccc(F)cc2)CC1	0.2	0.6	8.2	5.7
O=C(NC1CC(=O)N(c2ccc(F)cc2)C1)N(CCO)Cc1ccccc1 (centres undefined)	0.1	-0.1	10.8	-1.0
O=C(c1ccc(CS(=O)(=O)Cc2ccc(F)cc2)o1)N1CCCCC1	0.3	5.3*	7.3	-3.1
COc1cccc(NC(=O)Nc2nnc(SCCOc3ccccc3)s2)c1	0.2	-1.0	16.1	1.0
O=C(NCCCN1CCCCC1)c1cc(-c2ccccc2)nc2ccccc12	-0.1	1.6	-8.0	-15.0
CCNc1nc(Nc2cc(OC)c(OC)c(OC)c2)c2ncn(CCN3CCCC3=O)c2n1	-0.1	0.2	8.4	-2.1
COc1ccccc1N1CCN(S(=O)(=O)c2ccc(Cl)cc2)CC1	0.4	-0.3	13.9	4.8
Cc1csc(N2C(=O)c3ccc(Cl)cc3C2=O)n1	0.2	0.2	12.1	2.4
CS(=O)(=O)c1ccc(S(=O)(=O)N2CCCC(C(=O)c3cccc(Cl)c3)C2)cc1 (centres undefined)	0.0	-1.3	-6.2	2.7
CNc1ccc(Cl)cc1C(O)c1ccccc1 (centres undefined)	0.1	0.6	15.6	4.2
O=C(CCNC(=O)c1ccc(Br)o1)NCCC1=CCCCC1	-0.1	-0.4	-10.7	-0.7
COc1ccc(C(=O)Nc2nc(C(C)(C)C)cs2)c(OC)c1	0.0	1.1	17.1	-70.6
Cc1cc(NS(=O)(=O)c2cccc([N+](=O)[O-])c2)c(C)cc1O	-0.1	-0.1	-1.4	9.0
O=C(CCCN1C(=O)/C(=C\c2cccs2)SC1=S)Nc1ccc(O)cc1	0.1	-0.8	14.6	11.5
CCOC(=O)C(Sc1nc2c(sc(=S)n2-c2ccccc2)c(=O)n1-c1ccccc1)C(C)=O (centres undefined)	0.0	-0.1	0.2	3.9
CCc1nc2ccccc2n1CC(=O)NC(C)C1CC2CCC1C2 (centres undefined)	-0.1	2.9	-27.9	-7.6
CCCCC(=O)OCCN1C(=O)c2cccc3c(N4CCCCC4)ccc(c23)C1=O	0.6	-1.8	-8.5	-33.7
CCCCC(C(=O)N1CCCCC1)N1C(=O)c2ccccc2C1=O (centres undefined)	0.4	-1.5	12.3	-4.6
CCOC(=O)C1CCN(c2cc(=O)n(-c3ccc(C)cc3)c(=O)[nH]2)CC1	0.0	1.0	1.7	-10.0

Gathered by group, the compounds so far with a COOH group.
SMILES	FBW7 act	GPR151 ag	MITF inh	TEAD-YAP inh
CCOC(=O)c1c[nH]n(-c2ccc(C(=O)O)cc2)c1=O	-0.1	-1.2	0.9	4.2
O=C(CSc1nc2ccccc2o1)Nc1ccc(Cl)c(C(=O)O)c1	0.1	1.3	7.8	-9.5

Single records, from the list above:
Cc1cc(NS(=O)(=O)c2cccc([N+](=O)[O-])c2)c(C)cc1O across the screens: FBW7 act = -0.1; GPR151 ag = -0.1; MITF inh = -1.4; TEAD-YAP inh = 9.0
O=C(Oc1cccc(N2C(=O)c3ccccc3C2=O)c1)c1ccc(-c2ccccc2)cc1 across the screens: FBW7 act = 0.1; GPR151 ag = 0.0; MITF inh = -1.0; TEAD-YAP inh = 1.1

Assay outcomes as filed in PubChem BioAssay.

Compounds as they come (roughly 3.4% active in at least one column).
